Source: PubChem BioAssay (several laboratories)
AID2073: inhibitors of Mint1-CaV2.2 protein interaction, biochemical, HTRF (AID 2073). HTRF protein-protein interaction, Mint1-CaV2.2; higher % means a stronger effect. actives 0.19% (n = 290,000). one-dose inhibition, % at 20 µM; IC50 in µM for titrated hits; in the data active = inhibition mostly above about 51%, no sharp cut-off; inconclusive = no clear call, values can overlap the other calls; inactive = mostly below about 53%; also: some results filed as inactive read as strong as hits
LYP phosphatase: inhibitors of LYP phosphatase, biochemical, fluorescence intensity, uHTS (AID 1779); actives 0.054% (n = 290,000); recombinant LYP phosphatase, fluorescence intensity; higher % means a stronger effect; inhibition, % at 11.5 µM; hits with a dose series show IC50 in µM; in the data active = inhibition above about 50%;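 also: plate controls were vehicle with enzyme for no effect and no enzyme for full effect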
Autophagy HCS: alters autophagy in cells; MEF GFP-LC3 puncta imaging; test concentration mostly 10 µM; calls only at 10 µM (by protocol); actives 0.98% (n = 190,000);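 active = percentage of spot-positive cells more than 3 SD above its plate mean, without a fluorescence outlier flag or 80% toxicity; inconclusive = no clear call, values can overlap the other calls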;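 also: spot-positive cell cutoff set from DMSO-treated cells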
NTR1 ag: NTR1-driven beta-arrestin-GFP spot formation – imaging, U2OS cells, high content, primary screen (AID 493036); actives 0.17% (n = 330,000); agonist mode; activation, % at 20 µM;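 active = activation at or above 40% of the spot to cytoplasm intensity ratio, with at least 20 cells analyzed; inconclusive = wells under 20 cells, flagged as cytotoxic or low count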;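 also: 0% = DMSO without peptide and 100% = 100 nM NTR1 peptide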
Target sequence (P30989 whole entry, looked up): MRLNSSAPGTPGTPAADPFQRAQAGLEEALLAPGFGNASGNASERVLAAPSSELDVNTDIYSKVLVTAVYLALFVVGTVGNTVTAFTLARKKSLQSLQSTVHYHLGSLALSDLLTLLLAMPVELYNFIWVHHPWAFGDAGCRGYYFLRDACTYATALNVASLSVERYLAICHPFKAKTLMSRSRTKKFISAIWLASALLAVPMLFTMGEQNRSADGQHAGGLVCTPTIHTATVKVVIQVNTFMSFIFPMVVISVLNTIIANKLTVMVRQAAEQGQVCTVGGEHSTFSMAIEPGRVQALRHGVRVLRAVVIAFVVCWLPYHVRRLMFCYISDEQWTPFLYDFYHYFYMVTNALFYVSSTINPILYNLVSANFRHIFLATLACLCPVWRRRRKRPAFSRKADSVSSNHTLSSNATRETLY
RSV antiviral HEp-2: RSV antiviral activity via CPE protection, HEp-2 cells, primary 10 µM value included (AID 2391); CPE inhibition, % at 10 µM, or IC50 in µM where a hit was titrated; actives 0.13% (n = 310,000); HEp-2 cells, RSV-induced CPE inhibition; higher % means a stronger effect; in the data active = a potency from the dose series; inconclusive = CPE inhibition mostly from about 23% at the one dose, without a potency; inactive = the rest, 99 in 100 with CPE inhibition below about 21%; also: strong numbers were not always called active
GPR35 arrestin U2OS: inhibition of zaprinast-stimulated GPR35 beta-arrestin translocation – imaging, U2OS, beta-arrestin-GFP, zaprinast agonist, primary screen (AID 2058); U2OS GPR35 beta-arrestin-GFP translocation imaging, zaprinast antagonism; higher % means a stronger effect; actives 0.052% (n = 290,000); inhibition, % at 10 µM; hits with a dose series show IC50 in µM;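 active = inhibition of at least 50% with at least 30 cells and total cytoplasm GFP at most 10,000,000; inconclusive = under 30 cells or total GFP of 10,000,000 plus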
WT yeast gro inh: growth inhibition of WT yeast, mitochondrial fusion screen; mitochondrial fusion phenotypic screen, WT strain; AID 1362; actives 2.1% (n = 190,000); inhibition, % at 10 µM; in the data active = inhibition above about 58%; tested in S. cerevisiae
NS5 inhibitors: flavivirus cap methylation enzyme inhibition – biochemical, confirmation dose response, primary screen (AID 588689); one-dose inhibition, % at 25 µM; IC50 in µM for titrated hits; Dengue-2 NS5 methyltransferase capping enzyme assay, biochemical; higher % means a stronger effect; actives 0.3% (n = 340,000); in the data active = a potency from the dose series; inconclusive = inhibition above about 29% without an active follow-up result
UTI89 phage lysis: protection from phage-mediated lysis, alamar blue read-out – E. coli UTI89, K1F phage, bacterial capsule biogenesis inhibitors (AID 488966); E. coli UTI89 K1F phage lysis, alamar blue, 2 h; higher % means a stronger effect; one-dose inhibition, % at 100 µM; IC50 in µM for titrated hits; actives 0.02% (n = 340,000);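 active = phage lysis inhibition, versus mean bacterial control, above a set limit; inconclusive = no clear call, values can overlap the other calls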;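 also: capsule biogenesis inhibitors block K1F phage lysis so surviving cells raise fluorescence; higher fluorescence means more inhibition of phage lysis; actives were called in the ten point dose series up to 300 µM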
WT yeast gro inh mutant strain: recorded beside WT yeast gro inh, whose call it bears; inhibition, %; mitochondrial fusion phenotypic screen, mutant strain inhibition
Autophagy HCS cell loss 18 h: second read-out of Autophagy HCS, no call of its own (marks repeat the call); toxicity, %; measured here: cell loss, nuclei count;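 cell loss after 18 h compound exposure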
NTR1 ag cell count 20 µM: second read-out of NTR1 ag, no call of its own (marks repeat the call); cell count; measured here: cell count, cytotoxicity flag
An asterisk follows results filed as active; [ ] = remark or other dose.

Screening Cc1ccc(C2(C)NC(=O)N(CC(=O)N(C)CC(=O)Nc3cccc4ccccc34)C2=O)cc1 (centres undefined) returned NTR1 ag 0.1, RSV antiviral HEp-2 -0.4%, NS5 inhibitors 7%, UTI89 phage lysis 1.4%[50 µM] and NTR1 ag cell count 20 µM 59.
`O=C1c2ccccc2C(Nc2ccc(F)c(Cl)c2)N1Cc1ccco1` (centres undefined) gave AID2073 22%, LYP phosphatase 1%, NTR1 ag 16, RSV antiviral HEp-2 9.8%, GPR35 arrestin U2OS -18%, WT yeast gro inh 14, NS5 inhibitors -1%, UTI89 phage lysis -1.2%, WT yeast gro inh mutant strain 7 and NTR1 ag cell count 20 µM 48.
For Cc1ccc(S(=O)(=O)NNC(=S)NCC2CCCO2)cc1 (centres undefined) the results were AID2073 -11%, LYP phosphatase -11%, NTR1 ag -1.5, RSV antiviral HEp-2 0.3%, GPR35 arrestin U2OS -7%, NS5 inhibitors -18%, UTI89 phage lysis 0.9% and NTR1 ag cell count 20 µM 43.
Cc1cccc(NC(=S)NC(C)C(c2ccccc2)N2CCN(C)CC2)c1C (centres undefined) was read as AID2073 -5%, LYP phosphatase -9%, Autophagy HCS inactive, NTR1 ag -0.8, RSV antiviral HEp-2 -2.5%, GPR35 arrestin U2OS -3%, WT yeast gro inh 10, NS5 inhibitors 2%, UTI89 phage lysis 0.8%, WT yeast gro inh mutant strain 10, Autophagy HCS cell loss 18 h 11 and NTR1 ag cell count 20 µM 57.
CCCN(CCC)S(=O)(=O)c1ccc(C(=O)NNc2nc(-c3ccccc3)c3cc(Br)ccc3n2)cc1 was read as AID2073 11%, LYP phosphatase 8%, Autophagy HCS inactive, NTR1 ag -1.7, RSV antiviral HEp-2 4.1%, GPR35 arrestin U2OS -8%, WT yeast gro inh -4, NS5 inhibitors -10%, UTI89 phage lysis 0.7%[50 µM], WT yeast gro inh mutant strain -3, Autophagy HCS cell loss 18 h -2 and NTR1 ag cell count 20 µM 70.
For O=[N+]([O-])c1ccc(N2CCOCC2)cc1N1CCCCC1 the results were AID2073 1%, LYP phosphatase 6%, Autophagy HCS inactive, NTR1 ag 2.1, RSV antiviral HEp-2 -0.6%, GPR35 arrestin U2OS 17%, WT yeast gro inh 6, NS5 inhibitors -4%, UTI89 phage lysis 0.0%, WT yeast gro inh mutant strain 10, Autophagy HCS cell loss 18 h 4 and NTR1 ag cell count 20 µM 48.
Screening CC1C(=O)N(Cc2cccc(F)c2)c2ccccc2N1C(=O)c1ccccc1 (centres undefined) returned AID2073 0%, LYP phosphatase -1%, NTR1 ag 2.3, RSV antiviral HEp-2 5.8%, GPR35 arrestin U2OS -6%, NS5 inhibitors 3%, UTI89 phage lysis 0.2% and NTR1 ag cell count 20 µM 82.
For O=S(=O)(c1ccc(SCCO)nc1)N1CCOCC1 the results were NTR1 ag -0.1, RSV antiviral HEp-2 0.4%, NS5 inhibitors -1%, UTI89 phage lysis 0.4%[50 µM] and NTR1 ag cell count 20 µM 61.
`O=C(c1ccccc1)c1ccc(N2CCOCC2)c(NC(=O)c2ccco2)c1` gave AID2073 0%, LYP phosphatase 2%, Autophagy HCS inactive, NTR1 ag 2.1, RSV antiviral HEp-2 2.6%, GPR35 arrestin U2OS 4%, WT yeast gro inh -11, NS5 inhibitors 4%, UTI89 phage lysis -1.4%, WT yeast gro inh mutant strain -2, Autophagy HCS cell loss 18 h -3 and NTR1 ag cell count 20 µM 98.
O=C(NCc1cccnc1)c1ccc(Br)s1 was read as AID2073 8%, LYP phosphatase -7%, NTR1 ag 1.8, RSV antiviral HEp-2 0.6%, GPR35 arrestin U2OS -8%, NS5 inhibitors -6%, UTI89 phage lysis -0.3% and NTR1 ag cell count 20 µM 59.
For COc1ccc(-n2c(SCC(=O)c3ccc[nH]3)nnc2-c2ccccc2)cc1 the results were AID2073 -2%, LYP phosphatase -5%, Autophagy HCS inactive, NTR1 ag 1.7, RSV antiviral HEp-2 0.2%, GPR35 arrestin U2OS 19%, WT yeast gro inh -30, NS5 inhibitors 2%, UTI89 phage lysis -0.6%, WT yeast gro inh mutant strain -14, Autophagy HCS cell loss 18 h 9 and NTR1 ag cell count 20 µM 77.
COc1ccc(CCC(=O)Nc2nc(-c3ccncc3)cs2)cc1 was read as AID2073 40%, LYP phosphatase 3%, Autophagy HCS inactive, NTR1 ag 4.6, RSV antiviral HEp-2 7.9%, GPR35 arrestin U2OS -4%, WT yeast gro inh -1, WT yeast gro inh mutant strain 8, Autophagy HCS cell loss 18 h -1 and NTR1 ag cell count 20 µM 61.
`O=C(/C=C/c1ccccc1)NC1CCSC1=O` (centres undefined) gave AID2073 -7%, LYP phosphatase -6%, Autophagy HCS inactive, NTR1 ag 0.2, RSV antiviral HEp-2 0.9%, GPR35 arrestin U2OS 7%, WT yeast gro inh 4, NS5 inhibitors -4%, UTI89 phage lysis 2.6%, WT yeast gro inh mutant strain 9, Autophagy HCS cell loss 18 h 3 and NTR1 ag cell count 20 µM 63.
`CN(C)CCCN(Cc1cc2cc3c(cc2[nH]c1=O)OCCO3)C(=O)NC1CCCCC1` gave AID2073 0%, LYP phosphatase -11%, NTR1 ag -0.2, RSV antiviral HEp-2 -2.8%, GPR35 arrestin U2OS 10%, NS5 inhibitors 6%, UTI89 phage lysis 0.2% and NTR1 ag cell count 20 µM 59.
`COCCOC(=O)C1=C(C)NC(=O)NC1c1ccc(-c2ccc(F)cc2)o1` (centres undefined) gave AID2073 inconclusive, LYP phosphatase 3%, Autophagy HCS inactive, NTR1 ag -2.1, RSV antiviral HEp-2 4.0%, GPR35 arrestin U2OS -7%, WT yeast gro inh -9, NS5 inhibitors -12%, UTI89 phage lysis -3.3%, WT yeast gro inh mutant strain -17, Autophagy HCS cell loss 18 h -10 and NTR1 ag cell count 20 µM 59.
Screening O=C1OC(Cc2ccccn2)C(O)=C1C1=NCCCCN1 (centres undefined) returned AID2073 8%, LYP phosphatase -3%, Autophagy HCS inactive, NTR1 ag 0.1, RSV antiviral HEp-2 0.6%, GPR35 arrestin U2OS 1%, WT yeast gro inh 0, NS5 inhibitors -11%, UTI89 phage lysis 1.2%[50 µM], WT yeast gro inh mutant strain 1, Autophagy HCS cell loss 18 h -15 and NTR1 ag cell count 20 µM 39.
For O=C(N/N=C/c1ccc(N2CCOCC2)cc1)c1ccccn1 the results were AID2073 19%, LYP phosphatase -5%, NTR1 ag 1.2, RSV antiviral HEp-2 1.0%, GPR35 arrestin U2OS -13%, NS5 inhibitors -13%, UTI89 phage lysis 0.2% and NTR1 ag cell count 20 µM 49.
`CC(=O)NC1(C(F)(F)F)C(=O)N(Cc2ccccc2)C2=C1C(=O)CC(C)(C)C2` (centres undefined) gave AID2073 -1%, LYP phosphatase -6%, Autophagy HCS inactive, NTR1 ag 0.4, RSV antiviral HEp-2 0.5%, GPR35 arrestin U2OS 11%, WT yeast gro inh -3, NS5 inhibitors 5%, UTI89 phage lysis 0.1%, WT yeast gro inh mutant strain -8, Autophagy HCS cell loss 18 h 1 and NTR1 ag cell count 20 µM 83.
For Cc1nn(CC2CC2)c(=O)n1-c1ccc(Cl)cc1 the results were AID2073 -17%, LYP phosphatase 4%, Autophagy HCS inactive, NTR1 ag -0.9, RSV antiviral HEp-2 2.0%, GPR35 arrestin U2OS -8%, WT yeast gro inh -5, NS5 inhibitors 2%, UTI89 phage lysis 0.3%, WT yeast gro inh mutant strain 8, Autophagy HCS cell loss 18 h 0 and NTR1 ag cell count 20 µM 55.
Cc1[nH]c2ccc(S(N)(=O)=O)cc2c1C was read as AID2073 -2%, LYP phosphatase -5%, Autophagy HCS inactive, NTR1 ag -0.4, RSV antiviral HEp-2 2.0%, GPR35 arrestin U2OS 0%, WT yeast gro inh -25, NS5 inhibitors -1%, UTI89 phage lysis -0.4%, WT yeast gro inh mutant strain -7, Autophagy HCS cell loss 18 h -1 and NTR1 ag cell count 20 µM 83.
CC(C)C(OC(=O)c1cccs1)C(=O)NCc1ccco1 (centres undefined) was read as AID2073 -7%, LYP phosphatase -2%, Autophagy HCS inactive, NTR1 ag 0.4, RSV antiviral HEp-2 0.5%, GPR35 arrestin U2OS 8%, WT yeast gro inh -18, NS5 inhibitors -2%, UTI89 phage lysis 0.2%, WT yeast gro inh mutant strain -4, Autophagy HCS cell loss 18 h -4 and NTR1 ag cell count 20 µM 78.
`CCNS(=O)(=O)c1ccc(NC(=O)c2c(-c3ccccc3)noc2C)cc1` gave AID2073 6%, LYP phosphatase -5%, Autophagy HCS inactive, NTR1 ag 1.1, RSV antiviral HEp-2 -2.2%, GPR35 arrestin U2OS 19%, WT yeast gro inh -1, NS5 inhibitors -1%, UTI89 phage lysis -0.4%, WT yeast gro inh mutant strain 2, Autophagy HCS cell loss 18 h -23 and NTR1 ag cell count 20 µM 43.
`CCc1ccc(C2=CSC3=NCCN23)cc1` gave AID2073 0%, LYP phosphatase -7%, NTR1 ag -0.6, RSV antiviral HEp-2 0.3%, GPR35 arrestin U2OS 9%, NS5 inhibitors -3%, UTI89 phage lysis 0.4% and NTR1 ag cell count 20 µM 84.
`O=C(Cn1nc2ccccc2n1)N/N=C/c1cc([N+](=O)[O-])ccc1O` gave AID2073 11%, LYP phosphatase 12%, Autophagy HCS inactive, NTR1 ag 0.1, RSV antiviral HEp-2 -0.5%, GPR35 arrestin U2OS -9%, WT yeast gro inh 20, NS5 inhibitors 2%, UTI89 phage lysis inactive, WT yeast gro inh mutant strain -2, Autophagy HCS cell loss 18 h 20 and NTR1 ag cell count 20 µM 30.
`Cc1nnc2sc(SCC(=O)Nc3ccc(Cl)cc3)nn2c1=O` gave AID2073 -7%, LYP phosphatase -7%, Autophagy HCS inactive, NTR1 ag -1.3, RSV antiviral HEp-2 5.9%, GPR35 arrestin U2OS 10%, WT yeast gro inh 1, NS5 inhibitors -6%, UTI89 phage lysis 0.7%, WT yeast gro inh mutant strain -12, Autophagy HCS cell loss 18 h -3 and NTR1 ag cell count 20 µM 63.

Taken from above (two entries):
`O=C(Cn1nc2ccccc2n1)N/N=C/c1cc([N+](=O)[O-])ccc1O` gave AID2073 11%, LYP phosphatase 12%, Autophagy HCS inactive, NTR1 ag 0.1, RSV antiviral HEp-2 -0.5%, GPR35 arrestin U2OS -9%, WT yeast gro inh 20, NS5 inhibitors 2%, UTI89 phage lysis inactive, WT yeast gro inh mutant strain -2, Autophagy HCS cell loss 18 h 20 and NTR1 ag cell count 20 µM 30.
`Cc1nnc2sc(SCC(=O)Nc3ccc(Cl)cc3)nn2c1=O` gave AID2073 -7%, LYP phosphatase -7%, Autophagy HCS inactive, NTR1 ag -1.3, RSV antiviral HEp-2 5.9%, GPR35 arrestin U2OS 10%, WT yeast gro inh 1, NS5 inhibitors -6%, UTI89 phage lysis 0.7%, WT yeast gro inh mutant strain -12, Autophagy HCS cell loss 18 h -3 and NTR1 ag cell count 20 µM 63.
